Polio RdRp inh: poliovirus RNA polymerase inhibition; AID 588519; P03300; poliovirus polymerase elongation, fluorescence polarization; stronger effect = lower value; actives 0.66% (n = 150,000); % elongation, % (compound at 16.7 µg/mL); in the data active means % elongation below about 90%; further: some results filed as inactive read as strong as hits
Target sequence (P03300 1749-2209 limits assumed): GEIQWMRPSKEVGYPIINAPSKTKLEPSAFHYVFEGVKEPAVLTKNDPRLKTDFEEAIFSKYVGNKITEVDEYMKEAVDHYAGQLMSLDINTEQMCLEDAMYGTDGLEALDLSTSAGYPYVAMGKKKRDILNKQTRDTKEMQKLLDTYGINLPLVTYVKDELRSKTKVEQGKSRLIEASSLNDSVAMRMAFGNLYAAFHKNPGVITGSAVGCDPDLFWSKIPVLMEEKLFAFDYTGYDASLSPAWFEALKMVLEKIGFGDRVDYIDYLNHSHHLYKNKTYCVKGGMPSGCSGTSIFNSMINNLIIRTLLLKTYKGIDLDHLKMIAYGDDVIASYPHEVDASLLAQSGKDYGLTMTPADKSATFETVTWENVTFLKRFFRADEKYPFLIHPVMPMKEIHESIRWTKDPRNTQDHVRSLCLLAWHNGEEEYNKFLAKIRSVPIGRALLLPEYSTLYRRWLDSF
Polio RdRp inh FP z-score: second read-out of Polio RdRp inh, no call of its own (marks repeat the call); z-score; measured here: FP z-score; hits read low
Numbers without * were called inactive. Only part of the results is shown, so the mix of outcomes need not match the whole.

SMILES	Polio RdRp inh	Polio RdRp inh FP z-score
Cc1ccc(-c2c(C#N)c(SCC(=O)c3cc4ccccc4oc3=O)nc(C)c2C(=O)Nc2ccccc2C)o1	106.0	0.4
CN(C)S(=O)(=O)c1ccc2c(c1)C(=C(C#N)C#N)c1cc(S(=O)(=O)N(C)C)ccc1-2	102.0	0
O=C(Nc1cc(C(F)(F)F)ccc1Cl)c1cc(-c2ccc3c(c2)OCCO3)on1	101.0	-0.4
COc1cc(NC(=O)CCN2CCOCC2)cc(OC)c1	101.0	0
O=C(O)COc1ccc(Br)cc1	102.0	0.4
CC1CN(C(=O)c2ccccc2)OC(c2cccc(O)c2)O1 (stereo not drawn)	104.0	0.1
Nc1c(-c2ccccc2)c(CN2CCOCC2)nn1-c1ccc(F)cc1	101.0	-0.6
CC(=O)Nc1cc(C(=O)N2CCN(c3cc(Cl)ccc3C)CC2)ccc1Sc1ccc(F)cc1	101.0	-0.2
CC(=O)Nc1c(C(=O)N2CCCCCC2)cnn1-c1ccccc1	98.0	-0.6
CCCCn1c(N)c(N2CCOCC2)c(=O)n(CC(=O)NCCc2ccccc2)c1=O	106.0	0.4
COc1ccc(S(=O)(=O)N2CCC(C(=O)Nc3ccc(Oc4ccccc4)cc3)CC2)cc1OC	110.0	1.6
CCCN1C(=O)S/C(=C\C(=O)O)C1=O	104.0	0.8
c1coc([C@H]2Nc3ccccc3[C@H]3OCC[C@@H]23)c1	104.0	0.8
Cc1cccc(-c2nc(SCC(=O)Nc3cccc(C(F)(F)F)c3)n3[nH]c(=O)cc3n2)c1	98.0	-1.8
Clc1ccc(Sc2ncccn2)cc1	104.0	1.2
COC(=O)CC1=Nc2ccccc2NC(=O)C1	101.0	0
CCC(C)Sc1nc2ccccc2[nH]1 (stereo not drawn)	109.0	0.7
COc1cccc(CC(C#N)c2c(C#N)c(N)nc(N3CCOCC3)c2C#N)c1 (stereo not drawn)	106.0	0.4
COc1ccc(C(=O)n2nc(C)cc2Nc2ccccc2)cc1	102.0	-0.2
O=C(c1ccccc1F)N1c2nc(-c3ccco3)nn2C2(CCCCC2)[C@@H]2CCCC[C@@H]21	101.0	-0.2
COc1cccc(NC(=O)c2ccccc2N(C)C(=O)CCC(=O)N2CCC(C)CC2)c1	107.0	0.6
CCOC(=O)c1oc2cc3sc(N4CCCCC4)nc3cc2c1C	105.0	0.9
O=C(CSC1=NCCN1)NC1CCCCCC1	102.0	0.2
Cc1ccc(S(=O)(=O)CCC(=O)OCc2cccc(S(=O)(=O)N3CCOCC3)c2)cc1	98.0	-0.6
COc1ccccc1C(=O)NC(=O)CSc1cccc[n+]1[O-]	112.0	1.2
SMILES	Polio RdRp inh	Polio RdRp inh FP z-score
O=c1c2c3c(sc2nc(NCCO)n1-c1ccccc1)CCCC3	101.0	0
CCOC(=O)c1cccnc1SC(CC)C(=O)NCc1ccco1 (stereo not drawn)	101.0	0.1
N#CSCC(=O)C12CC3CC(CC(C3)C1)C2	104.0	0.4
N#Cc1c2ccccc2c(C#N)c2ccccc12	97.0	-0.5
Cc1ccc(NC(=O)Cn2c(=O)n(Cc3ccccc3)c(=O)c3c(C)c(C)sc32)c(C)c1	105.0	0
COc1cccc(NC(=O)CSc2nc3ccc(NC(=O)c4ccco4)cc3s2)c1	109.0	0.6
Cc1cc(C)c(C(=O)O)c(Cl)n1	80.0*	-2.7*
CCOC(=O)CSc1nc2c(sc3ccccc32)c(=O)n1Cc1ccccc1	103.0	0.3
COc1cccc(NCc2nnc(SCC(=O)NC3CCS(=O)(=O)C3)n2C2CCCCC2)c1 (stereo not drawn)	104.0	0.2
CNc1[nH]cnc(=S)c1N	99.0	-0.5
COc1cc2c(cc1OC)C(C)NCC2 (stereo not drawn)	102.0	0.2
Cc1ccc(-n2nnnc2SCc2nc3sc4c(c3c(=O)[nH]2)CCCC4)c(C)c1	132.0	3
CS(=O)(=O)N1CCC(C(=O)Nc2ccccc2)CC1	99.0	-0.8
O=C(c1cc2ccccc2cc1O)N1CCOCC1	97.0	-0.5
Cc1ccc(CNC(=O)CCCn2c(=O)c3ccccc3n(CC(=O)C(C)(C)C)c2=O)cc1	110.0	0.6
CCc1noc(C)c1C(=O)NCCN(C)C	101.0	0.2
Cc1ccc(-n2nc(CO)c(C(=O)NCc3cccs3)n2)cc1	106.0	-0.1
CCCC/C(C)=N/N1C(C)CCCC1C (stereo not drawn)	104.0	0.3
c1ccc2c(c1)OCC(CSc1nc3ccccc3s1)O2 (stereo not drawn)	100.0	-0.6
O=C(Nc1ccccc1)c1ccc2c(c1)C(=O)N(CC1CCCO1)C2=O (stereo not drawn)	101.0	-0.6
O=C(O)CCSc1nnc(-c2ccc(Cl)cc2Cl)o1	106.0	0.2
O=S(=O)(NC1=NCC2CCCC2N1)c1ccccc1 (stereo not drawn)	109.0	0.9
CCOC(=O)c1cc(C)[nH]n1	103.0	0.4
CCOC(=O)c1cccc(NS(=O)(=O)c2cn(C)c(C)n2)c1	107.0	0.3
CNNC(=S)NCCC1=CCCCC1	101.0	0
SMILES	Polio RdRp inh	Polio RdRp inh FP z-score
COC(=O)c1ccc(/C=N/O)cc1	103.0	0.1
Cc1[nH]c(=O)[nH]c(=O)c1NC(=O)CSc1nc2c(C)cccc2cc1C#N	99.0	-1.1
CN(C)C(=O)Oc1ccc2ccc(OC(=O)N(C)C)cc2c1	102.0	0
Cc1csc2nc(COC(=O)c3ccc(NC(=O)c4ccccc4Br)cc3)cc(=O)n12	103.0	-0.8
O=C(C1CCCN(S(=O)(=O)c2ccc3nc(-c4ccccc4)[nH]c3c2)C1)N1CCOCC1 (stereo not drawn)	104.0	0.9
CCCCN(CC)S(=O)(=O)c1ccc(C(=O)Nc2nnc(COC)o2)cc1	101.0	0.3
N#Cc1c(N)nc2c3c1NC(O)(c1ccccc1)C(C#N)C3c1cc(Cl)ccc1O2 (stereo not drawn)	103.0	0.3
O=C(NCc1nc2ccccc2c(=O)[nH]1)c1ccccc1	104.0	1.2
COCCNCc1cc(C)ccc1OC	107.0	0.9
O=C(c1cccc(Cl)c1)N(Cc1cc2ccccc2[nH]c1=O)c1ccccc1	105.0	1.1
COc1ccc(N2CCN(C(CNC(=O)C(=O)NCCc3ccccc3)c3cccnc3)CC2)cc1 (stereo not drawn)	109.0	0.1
Cc1ccc(C)n1-c1nn(S(C)(=O)=O)c2cccc(F)c12	103.0	0.1
O=C1CS/C(=C/C(=O)c2ccc(Cl)cc2)N1	101.0	0.1
CN1CCN(C2CC(=O)N(C3CCCCC3)C2=O)CC1 (stereo not drawn)	102.0	0.1
CCCCn1c(SCC(=O)NCC)nc2cc(S(=O)(=O)N3CCCCC3)ccc21	104.0	0
COc1ccc(-n2c(=O)c3ccc(C(=O)NCc4ccc(C)cc4)cc3n(Cc3ccc(C)cc3)c2=O)cc1	105.0	0.2
CCc1cccc2c(CC(=O)O)c(C)[nH]c12	100.0	-0.5
CCNc1nc(NCC)n2c(SCC(=O)NCC3CCCCC3)nnc2n1	103.0	0.1
Cc1ccc(NC(=O)c2oc3ccc(S(=O)(=O)N4CCC5(CC4)OCCO5)cc3c2C)cc1C	106.0	-1
COc1ccc2c(c1)CCc1c(C(=O)Nc3cccnc3)noc1-2	101.0	-0.4
N#C/C(=C/c1ccc(Br)o1)c1ccc(C(=O)O)cc1	103.0	1.8
CC(=O)Nc1ccc(NC(=O)CSc2nccn2C)cc1	109.0	1
CCN(CC(=O)NCc1cccs1)C(=O)Cc1csc(-c2ccccc2)n1	101.0	0
Cc1cccc(OCC(=O)Nc2ccc(-c3nc4cc(C)ccc4o3)c(O)c2)c1	109.0	0.8
COc1ccc(N(CC(=O)NCCc2cccc(C)c2)S(=O)(=O)c2c(C)nn(C)c2C)cc1	106.0	0.3

In the list so far, these have an aryl thioether with sulfur outside any ring.
SMILES	Polio RdRp inh	Polio RdRp inh FP z-score
Cc1ccc(-c2c(C#N)c(SCC(=O)c3cc4ccccc4oc3=O)nc(C)c2C(=O)Nc2ccccc2C)o1	106.0	0.4
CC(=O)Nc1cc(C(=O)N2CCN(c3cc(Cl)ccc3C)CC2)ccc1Sc1ccc(F)cc1	101.0	-0.2
Cc1cccc(-c2nc(SCC(=O)Nc3cccc(C(F)(F)F)c3)n3[nH]c(=O)cc3n2)c1	98.0	-1.8
Clc1ccc(Sc2ncccn2)cc1	104.0	1.2
CCC(C)Sc1nc2ccccc2[nH]1 (stereo not drawn)	109.0	0.7
COc1ccccc1C(=O)NC(=O)CSc1cccc[n+]1[O-]	112.0	1.2
CCOC(=O)c1cccnc1SC(CC)C(=O)NCc1ccco1 (stereo not drawn)	101.0	0.1
COc1cccc(NC(=O)CSc2nc3ccc(NC(=O)c4ccco4)cc3s2)c1	109.0	0.6
CCOC(=O)CSc1nc2c(sc3ccccc32)c(=O)n1Cc1ccccc1	103.0	0.3
COc1cccc(NCc2nnc(SCC(=O)NC3CCS(=O)(=O)C3)n2C2CCCCC2)c1 (stereo not drawn)	104.0	0.2
Cc1ccc(-n2nnnc2SCc2nc3sc4c(c3c(=O)[nH]2)CCCC4)c(C)c1	132.0	3
c1ccc2c(c1)OCC(CSc1nc3ccccc3s1)O2 (stereo not drawn)	100.0	-0.6
O=C(O)CCSc1nnc(-c2ccc(Cl)cc2Cl)o1	106.0	0.2
Cc1[nH]c(=O)[nH]c(=O)c1NC(=O)CSc1nc2c(C)cccc2cc1C#N	99.0	-1.1
CCCCn1c(SCC(=O)NCC)nc2cc(S(=O)(=O)N3CCCCC3)ccc21	104.0	0
CCNc1nc(NCC)n2c(SCC(=O)NCC3CCCCC3)nnc2n1	103.0	0.1
CC(=O)Nc1ccc(NC(=O)CSc2nccn2C)cc1	109.0	1

Going on with the list:
SMILES	Polio RdRp inh	Polio RdRp inh FP z-score
COc1cccc(CNC23CC4CC(CC(C4)C2)C3)c1OCc1ccccc1F	103.0	-0.1
CC(C)NC(=O)N(Cc1cccnc1)Cc1ccc(Cl)cc1Cl	100.0	-0.3
NC(=O)C1(N2CCCCC2)CCN(C(=O)Nc2ccccc2)CC1	105.0	1.1
CN(C)c1ccc(/C=C2\CCC(C3CCCC3)C2=O)cc1 (stereo not drawn)	101.0	0.2
O=C(CCn1c(=O)oc2ccccc21)NCCCN1CCN(c2ccc(F)cc2)CC1	101.0	-0.1
COc1ccc(OCC2CNC(=O)O2)cc1 (stereo not drawn)	103.0	0.5
Cc1ccoc1C(=O)NCc1occc1C(=O)O	102.0	-0.1
CS(=O)(=O)NNc1nccc(-c2cccnc2)n1	101.0	-0.1
CN(C1CCCCC1)S(=O)(=O)c1ccc2c(c1)c(=O)c(C(=O)NCc1ccc(F)cc1)cn2C	107.0	0.5
CC(=O)Nc1ccc(S(=O)(=O)N(C)C2CCCCC2)cc1	101.0	-0.2
CCOC(=O)c1oc2ccccc2c1CN(C)Cc1ccccc1F	99.0	-0.3
O=C(O)CC1C(=O)NCCN1CC1CCCCC1 (stereo not drawn)	102.0	-0.1
NS(=O)(=O)c1ccc(CNC(=O)NC23CC4CC(CC(C4)C2)C3)cc1	102.0	0.7
CC1CCCC(C)N1C(=O)COC(=O)COc1ccc(C#N)cc1 (stereo not drawn)	101.0	-0.2
CCCn1c(=O)c2sccc2n2c(CCCC(=O)NC3CCC(C)CC3)nnc12 (stereo not drawn)	115.0	0
COC(=O)Cc1[nH]n(-c2ccccc2)c(=O)c1C(C)=Nc1ccccc1	100.0	-0.6
N#Cc1ccc(NC(=O)CON2C(=O)CCC2=O)cc1Cl	108.0	0.5
Cc1ccc(-c2nc(S(=O)(=O)c3ccc(Cl)cc3)c(N3CCCCC3)o2)cc1	107.0	0.4
C[C@H](NCCc1ccc(O)cc1)[C@H](O)c1ccc(O)cc1	102.0	0.2
NC(=O)NC(=O)CSc1ccccc1	103.0	0.3
N#CSC(C#N)Cc1ccc(Cl)c(Cl)c1 (stereo not drawn)	92.0	-3
Cc1cccc(-c2nc(CN3CCCC(C(=O)NCCc4ccc(Cl)cc4)C3)c(C)o2)c1 (stereo not drawn)	110.0	0.6
N#CNC1=NCN(CCN2CCOCC2)CN1	102.0	-0.2
Clc1cccc(CNc2ncnc3c2nc2n3CCCC2)c1	114.0	1.6
CSC1=NC(C)(C)CC12C=CC(=O)C(C)=C2 (stereo not drawn)	106.0	0.3
SMILES	Polio RdRp inh	Polio RdRp inh FP z-score
O=C(NCCN1CCN(c2cccc(Cl)c2)CC1)c1[nH]nc2c1COc1ccccc1-2	100.0	-0.5
CC(C)(Oc1ccc(Cl)cc1)C(=O)Nc1ncn[nH]1	107.0	0.6
CC(C)c1ccc(C(O)CN2CCN(S(=O)(=O)c3cccc(C(F)(F)F)c3)CC2)cc1 (stereo not drawn)	101.0	0.1
COc1ccc(/C=C2\SC(=O)N(Cc3ccccc3Cl)C2=O)cc1O	101.0	0
O=C(CCNC(=O)c1ccc(Cl)cc1)NN1C(=O)NC2(CCCCC2)C1=O	103.0	0.1
CC(=O)c1cccc(Nc2cc(C)nc3nc(-c4ccccc4C)nn23)c1	99.0	-1.9
Cc1ccn2c(Nc3ccccc3)c(-c3c[nH]c4ccccc34)nc2c1	112.0	1.3
C=CCSc1nc(N)cc(=O)[nH]1	101.0	0
Cc1c(NC(=O)c2ccc(-c3ccc(F)cc3)o2)cccc1-c1nc2ncccc2o1	108.0	0.4
Cc1ccc(C)c(N=C(N)N=C(N)N)c1	101.0	0.3
CC(=O)c1ccc(N2C(=O)N(Cc3ccc(F)cc3)c3ccccc3S2(=O)=O)cc1	107.0	0
COc1ccc(Cl)cc1S(=O)(=O)N1CCC(c2ccncc2)CC1	104.0	-0.6
CCOc1ccc(CCNC(=O)c2cnc3sc(N4CCOCC4)nn3c2=O)cc1	105.0	-0.1
CC1CC(C)CN(S(=O)(=O)c2ccc3c(c2)oc(=O)n3CC(=O)Nc2ccccc2F)C1 (stereo not drawn)	101.0	0.1
COc1cc(=O)n(C)c2cc(N(C)C)ccc12	103.0	0.2
CC(=O)NCCC(=O)Nc1ccc2c(c1)-c1ccccc1C2	99.0	-0.6
CC(=O)Oc1cn(C(C)C)c2nc(C)n3c4ccccc4nc3c12	102.0	0.3
Cc1ccc(CNC(=O)CCc2c(C)nc3nc(C)nn3c2C)cc1	108.0	0.4
CCOc1ccc(C(=O)N2CCN(Cc3cc(=O)n4nc(-c5ccccc5Cl)sc4n3)CC2)cc1	110.0	0.6
COc1ccccc1NC(=O)CN(Cc1ccco1)C(=O)/C=C/c1ccc(C)o1	108.0	0.7
CN1N=C(C(C)(C)C)CC1=O	105.0	-0.1
O=C(COC(=O)C1CC2CCCC(C1)C2=O)NCc1cccs1 (stereo not drawn)	100.0	-0.4

Compound activity from PubChem BioAssay.
